HePTP inhibitor: human HePTP phosphatase inhibition | recombinant HePTP phosphatase activity, OD absorbance | 110,000 compounds, 0.64% hits | inhibition, % at 20 µM; in the data active = inhibition above about 50%;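 note: plate controls were vehicle for no effect and reference inhibitor for full effect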
Target sequence (P35236 whole entry, looked up): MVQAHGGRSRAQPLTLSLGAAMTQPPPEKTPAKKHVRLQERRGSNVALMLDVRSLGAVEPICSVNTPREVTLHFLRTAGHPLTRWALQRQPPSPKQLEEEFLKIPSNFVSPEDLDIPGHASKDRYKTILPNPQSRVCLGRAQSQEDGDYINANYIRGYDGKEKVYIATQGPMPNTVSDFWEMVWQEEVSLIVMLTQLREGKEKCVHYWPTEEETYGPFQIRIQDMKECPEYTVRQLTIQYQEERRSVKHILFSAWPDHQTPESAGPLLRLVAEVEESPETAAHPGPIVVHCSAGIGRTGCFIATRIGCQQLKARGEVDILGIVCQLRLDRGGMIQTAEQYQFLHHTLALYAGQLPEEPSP
BAP1 block: blocks human BAP1 ubiquitin-AMC hydrolysis. Q92560. recombinant BAP1, Ub-AMC hydrolysis fluorescence kinetic; stronger effect = lower value. activity remaining (% of control), % at 20 µM. 72,000 compounds, 0.48% hits. AID 436;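 active = activity remaining at or below 50% of control, provided the compound also passes the data quality filters; inactive = the rest, including low values that fail the filters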;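 note: 100% = DMSO wells rate and 0% = substrate alone blank rate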
Active calls of the source: *; . = not tested or not shown; & = joins results of further samples.

The opening 3 records, to show the layout:
SMILES	HePTP inhibitor	BAP1 block
COc1cc(NC(=O)CCCC(=O)OCC(F)(F)C(F)F)nc(OC)n1	8	101
CC1CCCCN1S(=O)(=O)c1coc(C(N)=O)c1 (stereo not drawn)	3	93
Cc1ccc(C(=O)O)cc1NC(=O)C1C2CCC(C2)C1C(=O)O (stereo not drawn)	3	.

Main list, from the start:
SMILES	HePTP inhibitor	BAP1 block
COc1cc(NC(=O)CCCC(=O)OCC(F)(F)C(F)F)nc(OC)n1	8	101
CC1CCCCN1S(=O)(=O)c1coc(C(N)=O)c1 (stereo not drawn)	3	93
Cc1ccc(C(=O)O)cc1NC(=O)C1C2CCC(C2)C1C(=O)O (stereo not drawn)	3	.
CCOc1cc(NC(=O)c2ccco2)c(OCC)cc1NC(=O)CCc1ccccc1OC	5	.
CC1Cc2ccccc2N1C(=O)c1ccc2snnc2c1 (stereo not drawn)	1	85
Cc1ccc(S(=O)(=O)Cc2ccc(C(=O)N3CCN(c4ccccn4)CC3)o2)cc1	9	101
Cc1ccc(S(=O)(=O)Nc2cc(C(=O)O)ccc2N2CCCCC2)cc1	10	51
O=Nc1c2nc3ccccc3n(O)c-2c2ccccc12	-1	71
O=C(CN1CCOCC1)NCCNC(=O)CN1CCOCC1	5	91
CN(C)C(=O)N1CCN(C(=O)N(C)C)CC1	6	114
C=CCn1c(-c2ccncc2)n[nH]c1=S	2	.
CCOC(=O)CSc1ncnc2c1cnn2-c1ccccc1	6	105

Continued; it opens with the 7 that closed the last part.
SMILES	HePTP inhibitor	BAP1 block
Cc1ccc(S(=O)(=O)Cc2ccc(C(=O)N3CCN(c4ccccn4)CC3)o2)cc1	9	101
Cc1ccc(S(=O)(=O)Nc2cc(C(=O)O)ccc2N2CCCCC2)cc1	10	51
O=Nc1c2nc3ccccc3n(O)c-2c2ccccc12	-1	71
O=C(CN1CCOCC1)NCCNC(=O)CN1CCOCC1	5	91
CN(C)C(=O)N1CCN(C(=O)N(C)C)CC1	6	114
C=CCn1c(-c2ccncc2)n[nH]c1=S	2	.
CCOC(=O)CSc1ncnc2c1cnn2-c1ccccc1	6	105
CC1CCCC(C)N1C(=O)Cn1c(SCC(=O)Nc2ccc3c(c2)OCO3)nc2ccccc21 (stereo not drawn)	9	96
CC(C)CN(C(=O)c1ccc(=O)n(C)n1)c1nc2ccccc2s1	7	90
O=C(O)c1cccc(CN2C(=O)CSC2=O)c1	-2	101
O=C(Nc1scc(-c2ccccc2)c1C(=O)O)c1ccccc1F	-1	.
Cc1cc(/C=N/n2cnnc2)c(C)n1-c1ccc2ncccc2c1	6	106
O=C(/C=C/c1ccc(O)cc1)c1ccc(O)cc1O	.	94
CCSc1nnc2n(-c3ccc(OC)cc3)c(=O)c3c4c(sc3n12)CCCC4	-2	.
Cc1nccc2[nH]c(=O)c(C(=O)NC3CCN(Cc4ccccc4)CC3)cc12	2	92
CCC1(C)Cc2c(sc(NC(=O)CCC(=O)O)c2C#N)CO1 (stereo not drawn)	4	87
CC(=O)Oc1cccc(C2C3=C(CC(C)(C)CC3=O)Nc3ccccc3N2C(=O)c2ccccc2)c1 (stereo not drawn)	.	75
CCOc1ccc(C(C)=O)cc1CSc1nnc(-c2ccoc2C)n1N	4	74
CCN1CCCC1CNC(=O)c1nn(-c2ccc(C)cc2)c(=O)c2c1c1ccccc1n2C (stereo not drawn)	-3	81
CCOC(=O)N1CCc2c(sc3c2C(=O)NC(c2ccccc2)N3)C1 (stereo not drawn)	4	52
CCCCCOC(=O)C1[C@H]2C(=O)N(CCCOC)C[C@]23C=C[C@H]1O3 (stereo partly drawn)	1	104
Cc1ccc(CN2CCN(N=Cc3ccc(Br)s3)CC2)c(C)c1	0	.
CC1S/C(=N/N=C/c2cccs2)NC1=O (stereo not drawn)	3	.
Cc1ccc(C(C)C)c(OCC(=O)NNC(=O)/C=C/c2ccc3c(c2)OCO3)c1	-2	.
Cc1cc(C)nc(Nc2ccc(N3CCCC3)cc2)n1	-11	96
COCCCNC(=O)Cn1cc2c(n1)CCCCC2	3	96
CCC(=O)N1CCc2cc(S(=O)(=O)N3CCN(c4ccccn4)CC3)ccc21	8	129
Brc1ccc(-c2cnc3n2CCCC3)cc1	-4	201
COc1nc(Nc2ccc(C(C)=O)cc2)nc(OC)n1	3&-7	86
COc1ccc(NC(=O)c2ccc(OC(C)=O)cc2)cc1O	-1	.
O=C(OC1CCOC1=O)c1ccc(-c2nc3ccccc3s2)s1 (stereo not drawn)	11	528
O=C(Nc1ccccc1)c1ccccc1C(=O)OCCCCCc1cccs1	-13	.
COC(=O)C1=C(C)NC2=C(C(=O)CCC2)C1c1ccc(OCc2ccc(Cl)cc2)c([N+](=O)[O-])c1 (stereo not drawn)	-5	.
COc1cc(CN2CCN(S(=O)(=O)c3ccc(Cl)cc3)CC2)cc(OC)c1OC	-7	.
CCOC(=O)C1CCCN(c2c(NCCN(C)Cc3ccccc3)c(=O)c2=O)C1 (stereo not drawn)	8	104
COc1ccc(NC(=O)Nc2nnc(CCc3ccccc3)s2)cc1	10	.
O=C(NCCc1ccc(F)cc1)C(=O)NC1CCCCC1	7	.
COCCCNC(=O)c1cc2c(=O)n3cccc(C)c3nc2n(C(C)C)c1=N	1	.
Cc1cccc(C(C)C)c1NC(=O)c1cc2ccccc2oc1=O	-4	.
CCCCc1c(O)nc2n(c1=O)CCS2	0	85
CCN1C(=O)/C(=C\c2ccc(OCc3ccccc3Cl)cc2)SC1=S	-1	.
Cc1c(C(=O)NCC2CCCO2)sc2nc(-c3ccccc3)cn12 (stereo not drawn)	-5	84
COc1cc2c(c(O)c1OC)C(=O)C(OC)CCC2 (stereo not drawn)	1	93
Cc1cccc2cc(CN(CC3CCCO3)C(=O)c3ccncc3)c(=O)[nH]c12 (stereo not drawn)	8	124
O=C(Nc1ccc(S(=O)(=O)N2CCCCCC2)cc1)c1ccc(-c2ccccc2)cc1	4	.
CN(C)c1cccc2c(C(NS(=O)(=O)c3ccccc3)C(Cl)(Cl)Cl)ccc(N(C)C)c12 (stereo not drawn)	8	.
Cc1c(Cl)cccc1NC(=O)C(=O)NCCC(C)C	7	.
COc1ccc(N2CCN(C(=O)CCN3C(=O)c4ccccc4S3(=O)=O)CC2)cc1	-2	88
COc1ccc(/C=C2/C(=O)N(c3cccc(Br)c3)N=C2C)c(OC)c1	4	.
CCOC(=O)C1CCCN(S(=O)(=O)c2cc(Br)cc3c2N(C(=O)C2CC2)CC3)C1 (stereo not drawn)	1	.
Cc1[nH]n(-c2ccccc2)c(=O)c1C=Nc1ccc(Cl)cc1Cl	-13	.
CCN=C1SC(CC(=O)Nc2ccc(F)cc2)C(=O)N1CC (stereo not drawn)	.	79
Cc1ccnc(NC(=O)COc2ccc(C)c(C)c2)c1	-5	.
Cc1ccc(S(=O)(=O)NC(=O)Nn2c(C)nnc2C)cc1	-6	.
CC(C)c1cccc(C(C)C)c1NC(=O)c1ccc(C(=O)C(=O)c2ccccc2)cc1	-8	.
COc1cccc(C2CC(C(F)(F)F)n3nc(C(=O)NCc4cccnc4)cc3N2)c1 (stereo not drawn)	11	96
CC(=O)N(C1=C(N2CCCCC2)C(=O)c2ccccc2C1=O)c1ccc(Br)cc1	0	.
COc1ccc(OC)c(NC(=O)C2=C(C)Nc3ncnn3C2c2cccs2)c1 (stereo not drawn)	7	92
CCOC(=O)c1c(C)n(C)c2ccc(OCC(O)CN3CCCCCC3)cc12 (stereo not drawn)	0	100
Cc1ccc(-c2noc(CCC(=O)NCC3CCN(Cc4cccc(C)c4)CC3)n2)cc1	12	111
Cc1cc(OC(=O)c2ccccc2)cc2c(=O)c3ccccc3sc12	.	60
O=C(/C=C/Nc1cccc(O)c1)c1ccc(Cl)cc1	-2	.
Cc1nc2cc(Cl)ccc2n1CCO	-6&-8	105
CN(C)C(CNC(=O)Nc1cccc(Cl)c1)c1cccnc1 (stereo not drawn)	6	84
O=C(/C=C/c1ccccc1)C1=C(O)C(=O)N(c2ccccc2)C1c1cccc([N+](=O)[O-])c1 (stereo not drawn)	19	.
Cc1c(C(=O)O)sc2nc(C)n(C)c(=O)c12	0	99
COC(=O)c1ccc(C2c3c(n[nH]c3C)C(=O)N2c2ccc(C)cc2)cc1 (stereo not drawn)	-9	83

Full records, quoted from the list:
Cc1nc2cc(Cl)ccc2n1CCO across the screens: HePTP inhibitor: -6&-8; BAP1 block: 105
Cc1ccc(-c2noc(CCC(=O)NCC3CCN(Cc4cccc(C)c4)CC3)n2)cc1 across the screens: HePTP inhibitor: 12; BAP1 block: 111
CC(=O)N(C1=C(N2CCCCC2)C(=O)c2ccccc2C1=O)c1ccc(Br)cc1 across the screens: HePTP inhibitor: 0; BAP1 block: .

Single entries from above.
HePTP inhibitor with CN(C)C(CNC(=O)Nc1cccc(Cl)c1)c1cccnc1 (stereo not drawn) : 6
HePTP inhibitor with CC(=O)N(C1=C(N2CCCCC2)C(=O)c2ccccc2C1=O)c1ccc(Br)cc1 : 0
HePTP inhibitor with O=C(/C=C/c1ccccc1)C1=C(O)C(=O)N(c2ccccc2)C1c1cccc([N+](=O)[O-])c1 (stereo not drawn) : 19

Remaining list, next part
SMILES	HePTP inhibitor	BAP1 block
C/C(N)=C(/C#N)C(=O)CSc1nnc(NC(C)C)s1	16	64
Cc1c(N2C(=O)S/C(=C\c3ccc([N+](=O)[O-])cc3)C2=O)c(=O)n(-c2ccccc2)n1C	3	.
COC(=O)c1cc(C(=O)Nc2ccccc2OC)cc([N+](=O)[O-])c1	-12	.
CC(C)(C)OC(=O)N1CCC[C@H]1c1nnc(SC/C=C/c2ccccc2)o1	-8	92
CCc1cccc(C)c1NC(=O)COc1cccc(Cl)c1	9	.
N#Cc1c(NC(=O)c2ccc(C(=O)O)cc2C(=O)O)sc2c1CCCC2	10	.
COc1ccc(C2=NN(C(=O)CCC(=O)O)C(c3ccc([N+](=O)[O-])cc3)C2)cc1 (stereo not drawn)	2	.
CCn1c(SCC(=O)N2CCCc3ccccc32)nc2c1c(=O)n(C)c(=O)n2C	5	116
O=C(CCC1CCCC1)N1CCN(C(=O)c2cccnc2)CC1	-6	94
O=C1CCC(=O)N1CCCCCc1nc(-c2ccccc2)no1	3	92
COC(=O)CN(c1ccccc1F)S(=O)(=O)c1ccccc1	4&-1	95
CCCC(=O)Nc1ccc2nn(-c3ccc(OCC)cc3)nc2c1	16	.
O=C(c1ccco1)N1CCN(/C(=N/S(=O)(=O)c2cccs2)c2ccccc2Cl)CC1	7	98
COc1cc(C=Nc2ccccc2O)c([N+](=O)[O-])cc1OC	.	83
Cc1nc(SCC(=O)N2CCN(c3ccccc3)CC2)c2oc3ccccc3c2n1	2	72
CN1C(=O)/C(=C2\SC(=S)N(C(Cc3ccccc3)C(=O)O)C2=O)c2ccccc21 (stereo not drawn)	2	.
Cc1ccc(S(=O)(=O)NCc2ccco2)cc1[N+](=O)[O-]	-6	.
CCOc1ccc(C2CC(c3ccccc3C)n3ncnc3N2)cc1 (stereo not drawn)	-2	87
CCC(=O)Nc1ccc(C(=O)Nc2cccnc2)cc1	6	194
O=S(=O)(NCC1CC2C=CC1C2)c1ccc(F)cc1 (stereo not drawn)	.	76
CCC(=O)Nc1c(C(=O)Nc2cccc(OC)c2)oc2ccccc12	0	90
O=C(CSc1nnnn1-c1ccccc1)Nc1cccc(C(F)(F)F)c1	4	.
O=[N+]([O-])c1ccc(NCCNS(=O)(=O)c2ccccc2)cc1	-6	.
Cc1cccc(CC2CC(=O)N(C3CCCCC3)C2=O)c1 (stereo not drawn)	4	103
COC(=O)C1=C(C)NC(C)=C(C(=O)OC)C1C(=O)OC1CCCCC1=O (stereo not drawn)	10	.
CCCC12CN3CC(C)(CN(C1)C3c1ccc3c(c1)OCO3)C2=O (stereo not drawn)	-4	114
O=C(NCc1ccccc1)c1n[nH]nc1-c1ccccc1O	2	144
CCOC(=O)C1=C(C)NC2=C(C(=O)CC(c3ccccc3)C2)C1c1ccc(Cl)cc1 (stereo not drawn)	-4	.
COc1ccc(-c2c3c(c(-c4ccccc4)n2-c2ccc(S(N)(=O)=O)cc2)C(=O)c2ccccc2C3=O)cc1	6	.
O=c1cc(-c2ccccc2)nc2nc(COc3ccccc3)[nH]n12	0	99
COc1ccc(C2NCCc3c2[nH]c2ccccc32)cc1 (stereo not drawn)	-4	.
CCCCOCCCNC(=O)N[C@@H](CC(C)C)C(=O)O	4	100
Cc1ccc2c(Cl)c(C(=O)NCc3ccco3)sc2c1	-7	.
O=C(Nc1ccc2nc(-c3ccc(Br)o3)[nH]c2c1)c1cccs1	-3	75
COc1cccc(CN2CCCN(S(=O)(=O)c3ccc(Br)cc3)CC2)c1	3	96
CCOc1ccc2nc(SC/C=C/c3ccccc3)sc2c1	8	.
O=[N+]([O-])c1ccc(S(=O)(=O)Nc2nc3ccccc3s2)cc1	.	64
C=CCNC(=O)c1ccc(-c2cccc(Cl)c2)o1	-3	.
Cc1ccc(-n2c(N)c(C(N)=O)sc2=S)cc1	12	80
CC(=O)c1ccc(NC(=O)c2cc3nc(-c4ccc(Br)cc4)cc(C(F)(F)F)n3n2)cc1	7	.
Cc1ccc(-n2ncc3c(=O)n(CC(=O)NCC4CCCO4)cnc32)cc1 (stereo not drawn)	10	99
CCN(CC)C(=O)C1CCCN(Cc2ccc(OC)c(C)c2C)C1 (stereo not drawn)	11	.

Source: PubChem BioAssay (several laboratories)

Compounds as they come. About 0.83% of those tested had a hit in this group.
